MEKK3 PB1 HTS = modulators (inhibitors or enhancers) of MEK5 binding to human MEKK3 PB1 domain; Q99759; binding response (% of control), % at 10 µM; 290,000 compounds, 1.4% hits; bead-based flow cytometry, Alexa488-MEK5 binding to MEKK3; actives lie on both sides; 0 = blocked by unlabeled MEK5, 100 = vehicle;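 active = binding response more than 3 SD above or below the average of its plate-row segment, actives on both sides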;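 note: Alexa488 bead fluorescence after subtracting the streptavidin-only scavenger bead signal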
MEKK2wt PB1 HTS = raises or lowers MEK5 binding to wildtype human MEKK2 PB1 domain; Q9Y2U5; AID 1531; binding response (% of control), % at 10 µM; 290,000 compounds, 1.1% hits; bead flow cytometry, Alexa488-MEK5 binding to MEKK2 WT; actives lie on both sides; in the data active = binding response below about 67% or above about 130%
GalR3 antag = antagonists of human GalR3 | O60755 | HEK293 GalR3-CNG cAMP membrane potential fluorescence; galR3 body fused to GalR1 C-terminus | inhibition, % at 3 µM | 360,000 compounds, 0.44% hits;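 active = inhibition above the screen-wide average plus 3 SD, cut at about 13% in these data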;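 note: forskolin and galanin both at EC90 stimulate the cells; cAMP rise reported by CNG channel membrane potential dye signal; 0% = forskolin plus galanin with DMSO and 100% = forskolin alone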
Target sequence (O60755 1-299 limits assumed): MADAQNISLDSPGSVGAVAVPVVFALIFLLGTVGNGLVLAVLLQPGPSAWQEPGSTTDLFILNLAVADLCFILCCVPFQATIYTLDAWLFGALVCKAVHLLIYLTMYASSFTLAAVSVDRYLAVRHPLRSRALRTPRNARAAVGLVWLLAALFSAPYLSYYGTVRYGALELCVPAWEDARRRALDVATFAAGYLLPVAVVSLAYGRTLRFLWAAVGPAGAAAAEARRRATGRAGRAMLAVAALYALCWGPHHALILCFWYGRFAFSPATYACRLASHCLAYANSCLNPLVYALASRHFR
GPR7 antag = blocks human GPR7 receptor signaling. P48145. GPR7-expressing cells, fluorescence antagonist assay. inhibition, % at 4.4 µM. 290,000 compounds, 1.1% hits; in the data active = inhibition above about 16%, passing the limit was not always enough;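 note: cells stimulated with the agonist NPW; 0% = agonist with vehicle and 100% = vehicle without agonist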
OXTR agonist = activates the human oxytocin receptor | P30559 | CHO-OTR cells, Fluo-8 calcium fluorescence; normalized: DMSO 0%, oxytocin 100% | activation, % at 3 µM | 320,000 compounds, 0.32% hits;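 active = activation above the mean of all tested compounds plus 3 SD, cutoff set per screening run, cut at about 20% in these data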;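 note: peak over basal fluorescence ratio from a 100 s FLIPR kinetic read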
Target sequence (P30559 whole entry, looked up): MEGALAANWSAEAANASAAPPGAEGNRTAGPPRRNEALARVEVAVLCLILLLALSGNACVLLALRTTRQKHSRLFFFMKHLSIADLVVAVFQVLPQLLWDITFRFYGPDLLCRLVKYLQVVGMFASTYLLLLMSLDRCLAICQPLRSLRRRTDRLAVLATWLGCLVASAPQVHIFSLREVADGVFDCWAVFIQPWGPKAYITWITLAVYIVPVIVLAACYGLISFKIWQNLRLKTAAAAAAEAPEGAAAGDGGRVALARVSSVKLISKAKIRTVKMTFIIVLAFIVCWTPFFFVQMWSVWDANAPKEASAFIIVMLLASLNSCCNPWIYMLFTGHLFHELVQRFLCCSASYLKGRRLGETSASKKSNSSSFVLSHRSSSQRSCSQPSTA
MEKK2mut PB1 HTS = signal of MEK5 binding to mutant human MEKK2 PB1 domain | bead flow cytometry, Alexa488-MEK5 binding to MEKK2 mutant | percent response, % at 10 µM | 290,000 compounds, 0.35% hits | AID 1530; in the data active = percent response above about 24%, passing the limit was not always enough; note: inactives centre near 1; some results filed as inactive read as strong as hits; reference of the scale not given here
NALP1 inh = inhibitors of NALP1 inflammasome in yeast; S. cerevisiae NALP1/ASC/caspase-1 growth, X-gal OD620, 72 h; AID 2071; 280,000 compounds, 0.61% hits; inhibition, % at 10 µM; in the data active = inhibition mostly above about 24%, no sharp cut-off; inactive = mostly below about 32%; note: some compounds called inactive have numbers as strong as hits
PHOSPHO1 block = inhibitors of human PHOSPHO1 phosphatase; inhibition, % at 13.3 µM; recombinant PHOSPHO1, absorbance phosphatase assay; Q8TCT1; 290,000 compounds, 1.1% hits; in the data active = inhibition above about 60%
Target sequence (Q8TCT1 whole entry, looked up): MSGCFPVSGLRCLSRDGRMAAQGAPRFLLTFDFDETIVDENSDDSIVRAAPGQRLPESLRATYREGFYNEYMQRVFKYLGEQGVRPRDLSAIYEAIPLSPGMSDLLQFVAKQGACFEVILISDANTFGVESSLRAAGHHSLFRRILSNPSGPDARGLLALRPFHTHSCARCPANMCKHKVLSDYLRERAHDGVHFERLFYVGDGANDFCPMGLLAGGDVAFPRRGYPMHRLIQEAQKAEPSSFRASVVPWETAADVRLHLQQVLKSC
V1aR counter = counter-screen for oxytocin receptor agonists: human V1a receptor agonists | 320,000 compounds, 0.25% hits | P37288 | AID 2797 | CHO-V1R cells, Fluo-8 calcium fluorescence, agonist mode; 0% DMSO, 100% 3 nM vasopressin | activation, % at 3 µM;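 active = activation above the mean activation of all tested compounds plus 3 SD, per screening run, cut at about 20% in these data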;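 note: signal is peak over basal fluorescence ratio across a 100 second FLIPR read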
* = called active by the depositor; . = not tested or not shown.

SMILES	MEKK3 PB1 HTS	MEKK2wt PB1 HTS	GalR3 antag	GPR7 antag	OXTR agonist	MEKK2mut PB1 HTS	NALP1 inh	PHOSPHO1 block	V1aR counter
COc1ccc([N+](=O)[O-])cc1NC(=O)c1ccc(N(Cc2ccccc2C)S(C)(=O)=O)cc1	98	110	-2	4	2.1	11	17	4	1.1
COc1cc(OC)cc(C(=O)NNC(=S)Nc2ccccc2OC)c1	93	94	-1	-2	0.0	-3	12	16	2.5
Cc1ccc(C)c(NC(=S)NC(NC(=O)/C=C/c2ccccc2)C(Cl)(Cl)Cl)c1 (configuration not stated)	97	99	-4	-7	1.3	-1	36	22	3.1
CC(=O)c1ccc(-n2nnnc2SCC(=O)NC2CCCCC2)cc1	103	102	-9	-2	1.0	-2	0	-14	1.4
COc1cc(C(c2nnnn2C2CCCC2)N2CCN(C)CC2)cc(OC)c1OC (configuration not stated)	110	110	2	-2	1.3	19	13	-23	-0.6
CCCn1c(N2CCN(C(=O)Nc3ccccc3)CC2)nc2ccccc21	90	85	-5	-3	0.1	-9	-4	12	1.2
Cc1cc(C)n(-c2ccc(C(=O)Nc3ccc(S(=O)(=O)NCc4ccco4)cc3)cc2)n1	100	102	71*	45*	11	3	0	-5	12
COc1ccc(Cl)cc1C(=O)Nc1nnn(C)n1	101	106	-3	-5	0.0	2	-1	-22	-0.1
O=C(CN1CCOCC1)N/N=C/C=C/c1ccccc1	96	97	-2	0	0.5	1	-4	48	0.6
Cc1cc(C)c(NC(=O)CN2C(=O)NC3(CCCCC3)C2=O)c(Cl)c1	99	98	.	-21	-1.3	3	6	6	-0.5
CCn1nnnc1SCC(=O)N1CCCc2ccccc21	102	98	-2	-9	0.8	4	14	-3	1.9
N#CCCn1cc(C(=O)N2CCOCC2)c(-c2ccc3c(c2)OCCO3)n1	98	97	-1	-10	1.3	-2	0	6	1.7
CCC1(C)Cc2nc3[nH]c(=S)n(-c4ccccc4)c(=O)c3cc2CO1 (configuration not stated)	99	95	-2	-7	0.6	-2	21	3	0.8
COc1cccc(-c2nc(N3CCN(c4ccccc4)CC3)c3ccccc3n2)c1O	100	102	-3	8	-0.5	2	0	30	0.5
CCOCCCNC(=O)C(NC(=O)c1cnccn1)c1ccc(OC)cc1 (configuration not stated)	107	113	-3	-11	0.6	14	-4	9	1.1
O=C1NC2(CCCCC2)NN1c1ccccc1	100	104	-3	-12	-0.2	5	20	-3	0.1
CC(OC(=O)c1ccc(Cl)c(S(=O)(=O)N2CCCC2)c1)C(=O)NC1CCCCC1C (configuration not stated)	106	104	.	-15	0.7	4	-4	19	3.2
COc1cc(NS(=O)(=O)c2ccc(NC(=O)/C=C/c3cccc([N+](=O)[O-])c3)cc2)ncn1	101	95	-3	-7	0.4	-4	14	-13	0.3
COc1cc(/C=C(\C#N)c2nc3ccccc3s2)cc([N+](=O)[O-])c1O	119	112	-4	3	.	-1	-9	18	.
CCOC(=O)N1CCC(NC(=O)CCc2nc(-c3ccc(C)cc3)no2)CC1	96	96	.	-9	0.3	-4	15	9	1.3
COc1ccc(-c2nnc(N(C)C(=O)C3CCCO3)s2)cc1 (configuration not stated)	106	107	-6	-16	0.6	9	4	-11	0.7
CC(=O)Nc1ccc(OCC(O)CN2CCN(Cc3ccccc3)CC2)cc1 (configuration not stated)	106	108	-7	-12	0.0	10	26	-21	1.2
Cc1ccccc1CNC(=O)c1cc(COc2ccc(F)cc2F)on1	103	110	-2	-13	0.5	7	8	22	1.5
COc1cccc(Nc2ncnc3ccccc23)c1	99	99	-8	-2	-0.5	-2	14	7	-0.8
Cc1c(-c2ccc(O)cc2)nc2nc(-c3ccccc3)c(-c3ccccc3)nn12	99	65	.	-8	144*	-6	8	16	280*
c1ccc(-c2csc(-n3cccn3)n2)cc1	112	101	2	8	-2.3	-1	-4	28	-0.7
Cc1ccc(C)c2[nH]c(=O)c(CCNC(=O)CCc3ccccc3)cc12	91	93	2	-14	-0.6	-1	11	-21	0.6
Cc1cc2oc(=O)cc(CSc3nnc(-c4cccs4)o3)c2cc1C(C)C	134*	99	-8	-9	-0.6	0	15	-41	2.5
Cc1ccc2[nH]c(C)c(CC(=O)O)c2c1	78	84	-7	-1	2.1	-8	21	16	0.6
CC(C)CCNC(=O)CN(Cc1cccs1)C(=O)CCC(=O)Nc1nccs1	108	109	-8	-11	0.0	5	33	22	0.8
COc1ccccc1NC(=O)CS(=O)(=O)c1cn(CC(=O)N(C(C)C)C(C)C)c2ccccc12	100	98	-1	-13	-1.4	0	10	15	0.7
O=C(/C=C/c1ccccc1)N1CCN(CC(O)COc2ccccc2)CC1 (configuration not stated)	94	93	-5	5	0.4	-4	39	29	1.8
O=C(N=C1SC2CS(=O)(=O)CC2N1c1ccc(F)c(Cl)c1)C1CC1 (configuration not stated)	96	92	7	1	1.6	-13	11	18	2.9
Cc1cc(C)nc(NC(=O)c2ccc(Cl)c([N+](=O)[O-])c2)n1	87	95	0	-6	-0.6	-2	11	.	0.7
Cc1nn(-c2ccccc2)c(C)c1NC(=O)c1cccs1	118	118	-3	-4	-1.4	4	2	5	0.2
Cc1ccc(C)c(OCC(=O)NCC(C)C)c1C	100	101	1	-10	-2.3	2	23	-6	0.0

Part of the list above, with values under each structure:
Sequence of screens – MEKK3 PB1 HTS | MEKK2wt PB1 HTS | GalR3 antag | GPR7 antag | OXTR agonist | MEKK2mut PB1 HTS | NALP1 inh | PHOSPHO1 block | V1aR counter
- COc1ccc([N+](=O)[O-])cc1NC(=O)c1ccc(N(Cc2ccccc2C)S(C)(=O)=O)cc1
  98 | 110 | -2 | 4 | 2.1 | 11 | 17 | 4 | 1.1
- COc1cc(OC)cc(C(=O)NNC(=S)Nc2ccccc2OC)c1
  93 | 94 | -1 | -2 | 0.0 | -3 | 12 | 16 | 2.5
- Cc1ccc(C)c(NC(=S)NC(NC(=O)/C=C/c2ccccc2)C(Cl)(Cl)Cl)c1 (configuration not stated)
  97 | 99 | -4 | -7 | 1.3 | -1 | 36 | 22 | 3.1
- CC(=O)c1ccc(-n2nnnc2SCC(=O)NC2CCCCC2)cc1
  103 | 102 | -9 | -2 | 1.0 | -2 | 0 | -14 | 1.4
- COc1cc(C(c2nnnn2C2CCCC2)N2CCN(C)CC2)cc(OC)c1OC (configuration not stated)
  110 | 110 | 2 | -2 | 1.3 | 19 | 13 | -23 | -0.6
- CCCn1c(N2CCN(C(=O)Nc3ccccc3)CC2)nc2ccccc21
  90 | 85 | -5 | -3 | 0.1 | -9 | -4 | 12 | 1.2
- Cc1cc(C)n(-c2ccc(C(=O)Nc3ccc(S(=O)(=O)NCc4ccco4)cc3)cc2)n1
  100 | 102 | 71* | 45* | 11 | 3 | 0 | -5 | 12
- COc1ccc(Cl)cc1C(=O)Nc1nnn(C)n1
  101 | 106 | -3 | -5 | 0.0 | 2 | -1 | -22 | -0.1
- O=C(CN1CCOCC1)N/N=C/C=C/c1ccccc1
  96 | 97 | -2 | 0 | 0.5 | 1 | -4 | 48 | 0.6
- Cc1cc(C)c(NC(=O)CN2C(=O)NC3(CCCCC3)C2=O)c(Cl)c1
  99 | 98 | . | -21 | -1.3 | 3 | 6 | 6 | -0.5
- CCn1nnnc1SCC(=O)N1CCCc2ccccc21
  102 | 98 | -2 | -9 | 0.8 | 4 | 14 | -3 | 1.9
- N#CCCn1cc(C(=O)N2CCOCC2)c(-c2ccc3c(c2)OCCO3)n1
  98 | 97 | -1 | -10 | 1.3 | -2 | 0 | 6 | 1.7

Continued:
SMILES	MEKK3 PB1 HTS	MEKK2wt PB1 HTS	GalR3 antag	GPR7 antag	OXTR agonist	MEKK2mut PB1 HTS	NALP1 inh	PHOSPHO1 block	V1aR counter
CCc1ccc(N2C(=O)Nc3ccc(Br)cc3C2(O)C(=O)NCCN(C)C)cc1 (configuration not stated)	103	110	-8	-9	1.0	5	21	33	0.8
COc1ccc(OCC(=O)Nc2ccc(C)cc2)cc1	96	94	-3	18	-0.2	-2	14	-42	-0.2
COc1ccc(Nc2ncnc3c2cnn3Cc2ccccc2)cc1OC	100	98	-7	2	4.6	-2	2	-10	5.4
COc1ccc(CCn2c(S)nc3ccccc3c2=O)cc1	100	108	-8	10	1.8	0	0	-3	0.7
CCCN1C2CCCC1CC(NC(=S)Nc1cc(C)ccc1C)C2 (configuration not stated)	99	103	0	-17	0.7	1	6	6	0.7
Cc1nc2sc(C(c3ccco3)N3CCC(C)CC3)c(O)n2n1 (configuration not stated)	108	110	.	-8	0.0	11	12	-5	-0.1
CCCn1c(SCCC(=O)O)nc2ccccc21	104	98	-2	-13	0.2	-12	-14	40	0.1
O=C(NC1CCCC1)C(c1cccs1)N(C(=O)c1ccco1)c1ccc2c(c1)OCO2 (configuration not stated)	101	101	-7	-11	2.0	2	25	-9	-0.6
CC(C)Cc1nnc(NC(=O)CSc2nc(=O)cc(N)n2-c2ccccc2)s1	102	98	-2	-1	0.1	-4	9	4	0.2
Cc1ccc(CNc2nc(N)c([N+](=O)[O-])c(NCCO)n2)cc1	100	101	-5	-16	-2.7	1	6	33	-2.0
CCCCNC(=O)CCn1ccc2cc(S(=O)(=O)N3CCCC3)ccc21	99	100	-3	9	-0.8	0	17	2	-1.6
N#CCN1CCN(CCC(=O)Nc2ccc(OCc3ccccc3)cc2)CC1	104	107	-2	-1	3.9	5	-32	8	2.2
NNC(=O)c1ccc(COc2ccccc2)cc1	99	108	-5	3	0.4	10	12	-22	2.5
CCn1cc(S(=O)(=O)CC(=O)N2CCc3ccccc32)c2ccccc21	100	91	.	.	0.5	5	-2	4	0.8
Cc1ccc(CNc2ncccc2-c2nc3cc(Cl)ccc3o2)cc1	99	100	-5	-8	2.2	-3	.	15	1.3
O=C1NN=C(c2ccc(Br)cc2)CC1c1ccc(Cl)cc1 (configuration not stated)	101	90	3	1	-2.7	-5	12	28	-1.4
O=C(O)C1Nc2c(cccc2C(F)(F)F)C2C=CCC12 (configuration not stated)	99	96	.	0	.	-4	11	-7	.
Cc1c(C(=O)NCCCN2CCCC2=O)oc2ccc(S(=O)(=O)N3CCOCC3)cc12	106	108	-4	-7	0.2	3	8	-14	0.7
COc1ccc(C(=O)NCCCN2CCOCC2)cc1	109	110	-3	-15	0.3	12	23	-36	0.4
NNC(=O)CSCc1nc(-c2ccccc2)cs1	96	100	-5	-12	-0.7	0	-3	51	-0.3
Cc1ccc(Oc2c(C(N)=O)cc([N+](=O)[O-])cc2[N+](=O)[O-])cc1	94	96	2	1	0.6	-3	39	-6	0.8
O=C(C1CCCO1)N1CCN(C(=S)Nc2ccccc2)CC1 (configuration not stated)	106	100	4	-11	-1.2	-1	22	-39	-1.1
Cc1ccc(C)c2c1c1ccccc1n2C	105	103	0	-13	-2.5	1	16	-4	-1.1
O=C(O)CC(NCc1ccco1)C(=O)Nc1cccc(O)c1 (configuration not stated)	115	107	-3	-3	0.3	5	.	9	-0.1
NNC(=O)c1[nH]c2ccc(Cl)cc2c1-c1ccccc1	93	89	-3	-8	0.1	-13	-8	33	1.8
COc1cc(C(=O)NNC(=O)c2ccc(NC(C)=O)cc2)cc(OC)c1OC	106	100	1	-8	0.1	-2	8	-7	1.6
CCN(CC)Cc1c(C(=O)N/N=C/c2c(Cl)cccc2Cl)nnn1-c1nonc1N	94	91	-8	-10	-1.2	-10	21	37	-0.3

Compound activity from PubChem BioAssay.
